Assay outcomes deposited in PubChem by The Scripps Research Institute Molecular Screening Center.
TDP2 inh – TDP2 (human) inhibition, absorbance primary screen | O95551 | recombinant TDP2, T5PNP hydrolysis, p-nitrophenol absorbance 415 nm | inhibition, % at 12.8 µM | 370,000 tested, 0.34% active;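 active = inhibition above the mean of all tested compounds plus 3 SD, set per campaign, cut at about 25% in these data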;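 note: 0% = DMSO with enzyme and 100% = buffer with substrate but no TDP2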
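Incubation: 2 h at 37 °C; Test system: recombinant human TDP2; Quantity: enzyme 120 nM; Read-out basis: percent inhibition; Medium: 50 mM Tris-HCl pH 7.5 with Mg2+, KCl, DTT, BSA; Repeats: single replicate; Compound: 12.8 µM single point, 1% DMSO; Signal: epi absorbance; Reagent: 5 mM T5PNP chromogenic substrate; Benchmarks: no-enzyme high, DMSO-plus-enzyme low.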
ASAP1 inh – inhibitors of human ASAP1 ArfGAP activity; ASAP1-stimulated ARF1 GTP hydrolysis, GDP FP detection; inhibition, % at 16.5 µM; 360,000 tested, 0.19% active; in the data active = inhibition above about 25%;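 note: 0% = vehicle with enzyme and substrate and 100% = no enzyme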
Target sequence (Q9ULH1 325-724 limits assumed): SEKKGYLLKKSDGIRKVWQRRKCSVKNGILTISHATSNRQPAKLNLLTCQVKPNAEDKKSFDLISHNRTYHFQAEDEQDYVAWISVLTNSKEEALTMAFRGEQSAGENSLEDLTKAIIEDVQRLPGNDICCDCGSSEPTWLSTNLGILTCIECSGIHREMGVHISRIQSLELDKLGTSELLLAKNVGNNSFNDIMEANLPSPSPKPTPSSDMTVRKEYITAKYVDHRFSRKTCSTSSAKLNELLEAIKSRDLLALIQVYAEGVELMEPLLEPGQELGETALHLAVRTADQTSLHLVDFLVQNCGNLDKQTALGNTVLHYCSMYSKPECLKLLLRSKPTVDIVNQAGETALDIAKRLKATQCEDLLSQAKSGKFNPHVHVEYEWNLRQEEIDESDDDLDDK
Tn6 DDE FP – disrupts Tn6 cyclic peptide binding to fibrin D-Dimer-E complex. P02675. 370,000 tested, 0.21% active. inhibition, % at 8.3 µM. Fibrin DD(E) TRITC-Tn6 fluorescence polarization displacement;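 active = inhibition above a per-campaign cutoff: mean of compounds within control limits plus 3 SD, cut at about 15% in these data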;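 note: 0% = median of all compound wells on the plate and 100% = blocking peptide control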
ARFGAP1 inh – inhibits rat ARF GTPase activating protein 1; Q62848; Arfgap1-stimulated ARF1 GTP hydrolysis, GDP FP detection; inhibition, % at 16.5 µM; 360,000 tested, 0.26% active;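 active = inhibition above a per-plate limit, mean inhibition of low control wells plus 3 SD, cut at about 25% in these data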;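 note: 0% = DMSO wells with enzyme and 100% = wells lacking Arfgap1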
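Material: rat Arfgap1 GAP domain (His6, aa 1-136), purified enzyme. Also added: human ARF1(Δ1-17)-GTP substrate. Compound dosing: 16.5 µM single point, 1.26% DMSO. Timing: enzyme reaction 120 min at 25 °C after 20 min preincubation. Signal: GDP detection by fluorescence polarization. Read-out basis: percent inhibition of GAP-stimulated GDP formation, scaled between DMSO and no-Arfgap1 medians.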
PLC-beta3 inh – blocks human PLC-beta3 enzyme activity; Q01970; Purified PLC-beta3, fluorogenic substrate, fluorescence; inhibition, % at 12.2 µM; 370,000 tested, 0.18% active; AID 720704; in the data active = inhibition above about 11%;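 note: 0% = median of compound wells on plate and 100% = full blocker control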
SIAE inh – blocks human sialic acid acetylesterase | Q9HAT2 | SIAE FP-Rh probe binding, fluorescence polarization | inhibition, % at 9.66 µM | 370,000 tested, 0.69% active;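 active = inhibition above a cutoff: mean of compounds within the control limits plus 3 SD of those, cut at about 17% in these data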;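 note: 0% = plate median of compound wells and 100% = probe without SIAE protein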
ADAM10 inh – inhibits human ADAM10; O14672; inhibition, % at 7 µM; recombinant ADAM10, EDANS/DABCYL FRET peptide cleavage, 3 h; 370,000 tested, 0.62% active;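 active = inhibition above a per-campaign cutoff equal to the mean of compounds falling between control-based bounds plus 3 SD, cut at about 20% in these data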;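 note: 0% = DMSO wells while the 100% control is not disclosed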
DDE Tn7 FP inh – disrupts Tn7 cyclic peptide binding to fibrin D-Dimer-E complex; P02675; FP displacement of FITC-Tn7 peptide from fibrin DD(E); 0% = median of compound wells per plate; inhibition, % at 8.3 µM; 370,000 tested, 0.13% active;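 active = inhibition above the mean of compounds falling within the control limits plus 3 SD of them, cut at about 14% in these data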;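 note: 0% = plate median of compound wells and 100% = 10 µM Aha-Tn7 peptide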
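System: human fibrin DD(E); quantity: Fibrin-DD(E) at 2 µM final; also added: fluorescent Tn7 probe at 0.1 µM; compound dosing: single nominal test concentration of 8.3 µM per compound; schedule: 10 min preincubation, 3 h with tracer, room temperature; detection: fluorescence polarization of the labelled Tn7 tracer; repeats: one replicate per compound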
ADAM17 inh – inhibitors of human ADAM17; P78536; recombinant ADAM17, EDANS/DABCYL FRET peptide cleavage; inhibition, % at 6.95 µM; 370,000 tested, 0.83% active; AID 720648;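 active = inhibition above the mean of compounds lying between control limits plus 3 SD, set per campaign, cut at about 8.5% in these data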;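 note: 0% = DMSO-only wells as the low control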
Target sequence (P78536 215-824 limits assumed): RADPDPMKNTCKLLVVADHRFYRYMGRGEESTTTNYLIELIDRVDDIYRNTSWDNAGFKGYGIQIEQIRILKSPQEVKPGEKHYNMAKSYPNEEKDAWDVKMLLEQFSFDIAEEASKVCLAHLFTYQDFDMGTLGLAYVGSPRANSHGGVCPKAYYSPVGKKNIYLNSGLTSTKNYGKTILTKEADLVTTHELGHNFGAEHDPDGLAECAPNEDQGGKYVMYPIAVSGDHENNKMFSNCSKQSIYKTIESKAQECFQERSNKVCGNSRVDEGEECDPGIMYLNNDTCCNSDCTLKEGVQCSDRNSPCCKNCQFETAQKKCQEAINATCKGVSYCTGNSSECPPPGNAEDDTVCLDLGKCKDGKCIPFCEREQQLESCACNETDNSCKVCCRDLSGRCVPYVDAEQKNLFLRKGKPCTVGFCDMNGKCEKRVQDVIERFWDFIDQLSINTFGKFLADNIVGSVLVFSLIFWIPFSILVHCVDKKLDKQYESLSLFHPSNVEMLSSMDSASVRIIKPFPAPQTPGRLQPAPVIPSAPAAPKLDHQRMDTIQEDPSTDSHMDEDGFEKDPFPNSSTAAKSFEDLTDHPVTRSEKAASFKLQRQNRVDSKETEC
PLC-gamma1 inh – blocks human PLC-gamma1 enzyme activity. purified PLC-gamma1, fluorogenic substrate, fluorescence. 370,000 tested, 0.84% active. inhibition, % at 12.2 µM. AID 720700. P19174; in the data active = inhibition above about 9.5%
An asterisk follows results filed as active; i = inactive. Rows are unselected (roughly 3.6% active in at least one column).

SMILES	TDP2 inh	ASAP1 inh	Tn6 DDE FP	ARFGAP1 inh	PLC-beta3 inh	SIAE inh	ADAM10 inh	DDE Tn7 FP inh	ADAM17 inh	PLC-gamma1 inh
CCCCc1cc(=O)oc2cc(OCc3cc(OC)c(OC)c(OC)c3)c(Cl)cc12	-4	-4	3	8	3	1	-1	-3	-5	4
CN(Cc1ccccc1)S(=O)(=O)c1ccc(NC(=O)C2CCCO2)cc1 (stereo not given)	-5	0	1	-3	-5	-1	0	0	8.9*	4
CC(=O)Nc1ccc(CN(C)c2c(C)nc3ccc(C(=O)N4CCN(C(C)=O)CC4)cn23)cc1	0	13	-6	0	0	-1	-1	8	-1	2
COC(=O)c1ccc(OCC(O)CNC2CCCC2)cc1 (stereo not given)	9	4	-8	-6	-3	12	8	0	0	-1
COc1ccc([N+](=O)[O-])cc1N1C(=O)c2cccc3cccc(c23)C1=O	10	-3	3	0	1	-11	-2	2	-2	0
COC(=O)c1nn(-c2ccccc2)ccc1=O	9	-1	3	-4	3	2	4	-2	0	0
CC(NC(=O)/C=C/c1ccco1)c1nc2ccccc2n1Cc1c(Cl)cccc1Cl (stereo not given)	-2	-6	-5	7	-4	1	8	-3	2	0
COCCn1c(SCC(=O)Nc2ccccc2OC)nc2c([nH]c3ccccc32)c1=O	-7	-13	-3	8	-8	5	4	1	3	0
O=c1ccc(-c2nc3ccccc3n2Cc2ccc(Cl)cc2)c[nH]1	22	2	3	5	-9	5	-6	0	-1	-6
COc1ccc(OCc2cc(C(=O)N3CCC(c4ccccc4)CC3)no2)c(Cl)c1	7	10	3	5	-5	2	-6	-5	4	2
CCN(CC)C(=O)C1CCN(S(=O)(=O)c2ccc3oc4ccccc4c3c2)CC1	4	2	8	2	-43	-7	2	-7	1	-2
Cc1ccc(CCN2CC(C(=O)NCc3ccc4c(c3)OCO4)CC2=O)cc1 (stereo not given)	-9	-7	-3	6	-6	-1	5	-2	-2	2
O=C(c1ccc2c(=O)n(-c3ccccc3)c(=S)[nH]c2c1)N1CCN(c2ccccc2)CC1	2	3	-7	-11	-7	4	5	0	1	-4
COCCNC(=O)CN(C(=O)c1ccc(N2CCCC2)nc1)c1ccccc1	-5	-3	3	2	-2	-13	-1	0	3	-2
COc1ccccc1-c1nc(SCC(=O)N2CCC(C(N)=O)CC2)n[nH]1	-11	-7	-8	0	1	3	-13	-8	-3	4
CC(C)COP(=O)(c1ccc(N(C)C)cc1)C(Nc1ccccc1)c1ccccc1 (stereo not given)	3	-2	7	-4	-1	1	-1	6	-1	3
COC(=O)C1C(=O)C=C(Nc2ccc(F)cc2F)CC1c1ccc(OC)cc1 (stereo not given)	7	-5	1	-3	-1	-1	-5	3	2	-5
Cc1ccccc1S(=O)(=O)Cc1ccc(C(=O)NCCCN2CCCC2)o1	5	20	2	2	-6	-1	4	7	-3	-8
Cc1cc(C(=O)NC(CC(C)C)C(=O)O)cc(C)c1[N+](=O)[O-] (stereo not given)	0	11	-2	11	2	6	-2	-5	-1	2
CCn1ncc(Br)c1C(=O)Nc1ccccc1C(F)(F)F	1	-10	-2	6	-2	-5	1	-1	-2	2
COc1cccc(CNC(=S)Nc2cc(OC)ccc2OC)c1	-6	-4	0	4	-4	-4	-5	1	-8	5
Clc1cc2cccnc2c2ncccc12	-10	4	5	-8	-9	4	-12	1	1	-4
CCN(CC)C(=O)[C@H]1C[C@H](CC(=O)NCc2cccc(C(F)(F)F)c2)C(=O)N2CCc3c([nH]c4ccc(Cl)cc34)[C@]12C	-4	11	3	11	2	-1	23*	-9	11*	4
Cc1ccc(S(=O)(=O)NCc2ccccn2)c(C)c1C	3	6	2	-16	-3	-3	-2	-3	-2	-1
Cc1ccc(NC(=S)NCc2ccccc2)cc1C	-2	2	7	6	-5	6	-2	1	0	6

3 entries already listed, sorted by the number in ADAM10 inh, smallest number first.
SMILES | TDP2 inh | ASAP1 inh | Tn6 DDE FP | ARFGAP1 inh | PLC-beta3 inh | SIAE inh | ADAM10 inh | DDE Tn7 FP inh | ADAM17 inh | PLC-gamma1 inh
Clc1cc2cccnc2c2ncccc12 | -10 | 4 | 5 | -8 | -9 | 4 | -12 | 1 | 1 | -4
COC(=O)C1C(=O)C=C(Nc2ccc(F)cc2F)CC1c1ccc(OC)cc1 (stereo not given) | 7 | -5 | 1 | -3 | -1 | -1 | -5 | 3 | 2 | -5
O=C(c1ccc2c(=O)n(-c3ccccc3)c(=S)[nH]c2c1)N1CCN(c2ccccc2)CC1 | 2 | 3 | -7 | -11 | -7 | 4 | 5 | 0 | 1 | -4

Going on with the list.
SMILES	TDP2 inh	ASAP1 inh	Tn6 DDE FP	ARFGAP1 inh	PLC-beta3 inh	SIAE inh	ADAM10 inh	DDE Tn7 FP inh	ADAM17 inh	PLC-gamma1 inh
CNC(=O)c1ccccc1S(=O)c1ccccc1COC(C)=O (stereo not given)	18	-4	7	-2	-5	7	-1	-5	0	1
C[C@H](CO)N1C[C@H](C)[C@@H](CN(C)Cc2cccc(C(=O)O)c2)OCc2cnnn2CCCC1=O	-2	7	7	-18	2	0	-8	2	-2	4
COc1ccccc1N1CCN(C(=O)CSc2nc3ccccc3o2)CC1	2	-3	4	-2	-2	0	1	5	-4	3
C[C@@H]1CN([C@@H](C)CO)C(=O)CCCn2cc(nn2)CO[C@H]1CN(C)C(=O)c1ccc(N2CCN(C)CC2)cc1	7	7	-8	0	-1	2	-13	-3	-5	0
Cc1cc(C)c(S(=O)(=O)N2CCOCC2)c(C)c1N(C)S(=O)(=O)c1ccccc1	16	0	-5	-11	-3	-1	5	-8	1	0
CCN(Cc1cccs1)C(=O)CN1C(=O)NC2(CCCc3ccccc32)C1=O (stereo not given)	-11	-9	5	2	-8	1	-10	7	-7	-1
CSc1nnc(-c2ccccc2N=Cc2c(C)[nH]n(-c3ccc4ccccc4c3)c2=O)c(=O)[nH]1	14	-1	-6	1	-1	-15	3	0	-3	-1
CCc1cc(=O)oc2cc(C)cc(OC(C)C(=O)NCCCn3ccnc3)c12 (stereo not given)	15	-16	-10	1	-210	-2	-309	-6	-95	-130
CCOc1cc(CNn2cn[nH]c2=S)cc(Cl)c1OCc1ccccc1F	-14	3	0	9	-1	4	25*	5	12*	5
CC(=O)c1c(C(C)=O)c(C)n(-c2ccc3ncccc3c2)c1C	-1	-6	7	-3	-10	3	-6	-1	-6	-2
COc1ccc(-c2nnc(SCC(=O)Nc3cc(C)on3)o2)cc1	-6	-7	4	-7	-6	-8	-7	7	-3	-1
COC(=O)CSc1nc(N)c2c3c(sc2n1)CCCC3	-1	0	8	-7	2	-1	-35	-3	-10	-1
COc1ccc(OCC(O)CN(CCO)CC(O)Cn2ccc3ccccc32)cc1 (stereo not given)	1	8	-3	6	0	4	-1	-3	-1	1
Cc1cccc(-c2nnc(SCC(=O)C(C)(C)C)n2C)c1	14	1	5	1	-8	0	-9	-3	-5	1
COc1ccc(NC(=O)C[C@H]2C(=O)N(Cc3ccccc3)C[C@@H]2C)cc1	-3	-5	-7	-9	1	0	-12	2	-4	-1
O=C(NCc1ccco1)Nc1cccc([N+](=O)[O-])c1	-2	0	0	-2	-1	2	9	-5	3	1
CCCCSc1nc2c(c(C(F)(F)F)c1C#N)CCC2	0	-9	0	-4	3	2	-4	0	-1	1
CC1CCN(CCCNC(=O)c2n[nH]c(=O)c3ccccc23)CC1	7	2	0	-2	-2	-3	-6	6	-4	-1
Cc1ccc(C(=O)O)cc1NCc1ccncc1	3	-5	-2	6	-11	-3	-8	2	-9	-2
Cc1ccc(CN2C(=O)CCC2C(=O)N2CCN(c3ccccc3)CC2)cc1 (stereo not given)	-8	7	-5	11	-3	1	-10	-3	-4	-1
Cc1coc2c1c(C)cc1oc(=O)c(CC(=O)NCCC(=O)O)c(C)c12	7	1	2	7	i	2	i	1	-365	i
CCc1ccccc1N(C(=O)c1snc(C(N)=O)c1N)C(C(=O)NCC1CCCO1)c1ccc(OC)c(OC)c1 (stereo not given)	-4	-3	-4	13	-238	-1	i	6	-240	-144
COc1cc(/C=N/NC(=O)CC23CC4CC(CC(C4)C2)C3)cc(Br)c1OCC(=O)N(C)C	-16	-11	-1	3	1	-4	6	5	4	2
COc1ccc(C2SCC(=O)N2c2c(C)n(C)n(-c3ccccc3)c2=O)cc1OC (stereo not given)	-2	-16	-4	-2	-1	0	-15	4	-3	2
O=C(CSc1nncs1)Nc1ccc(N2CCCCC2)cc1	-1	2	6	-10	1	-8	5	-5	-1	-2
SMILES	TDP2 inh	ASAP1 inh	Tn6 DDE FP	ARFGAP1 inh	PLC-beta3 inh	SIAE inh	ADAM10 inh	DDE Tn7 FP inh	ADAM17 inh	PLC-gamma1 inh
CCOc1ccc(S(=O)(=O)NCc2ccc3c(c2)OCO3)cc1	7	5	5	-2	-8	5	7	3	-1	2
COCC1CCN(Cc2nc(Cc3ccccc3Cl)no2)CC1	3	3	7	6	-1	-3	-7	1	-6	0
COc1ccc(-c2nnc(S/C(=C/c3ccc(Cl)cc3)C(=O)O)o2)cc1	-5	-10	5	8	-21	-6	-1	4	-5	-20
Cc1cccc(Oc2nc(-c3ccncc3)nc3ccccc23)c1	18	-1	-5	-4	-7	-1	8	0	3	5
Cc1ccc(S(=O)(=O)N2CCOC2C(Cl)(Cl)Cl)cc1 (stereo not given)	-4	-10	-6	-9	-7	10	-3	2	-5	3
Cc1ccc(CSc2nc3ccccc3c(=O)n2C)cc1	8	8	-5	-1	-6	-4	1	3	-4	0
CCOCCCn1c(=NC(C)=O)c(C#N)cc2c(=O)n3ccccc3nc21	-8	3	7	4	i	-1	i	2	i	i
Cc1ccc(S(=O)(=O)N2CCOC23CCN(C(=O)c2ccccc2Br)CC3)cc1	15	-3	0	6	-6	-3	4	-2	-4	3
CCN1CCN(C(=O)c2nn(C)c3c2CS(=O)(=O)c2ccccc2-3)CC1	-4	-5	-4	-2	-7	-2	-5	1	-2	0
CC(C)(C)NC(=O)CSCc1ccc(Br)cc1	4	3	2	7	0	-5	6	0	-6	0
